# IMPase Li cell: cell-permeable IMPase inhibitors with lithium potentiation. CHO-M1 cells, IP1 TR-FRET (IP-One), carbachol + lithium. Potency, µM (highest dose often 59.4 µM), without a hit: top-dose activity, negative = IMPase inhibition, most hits filed as inhibitors. hit rate 0.35% among 210,000. AID 1457;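 further: IP1 builds up when IMPase is blocked and the TR-FRET signal falls; potency means the concentration at half of the fitted maximal effect; plate controls were basal vehicle for no effect and high inhibitor control for full effect; nearly all actives have a fitted effect of over 50% in size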
#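 Test compounds were applied to CHO-M1 cells previously cultured for 16–30 h at 2000 per well. A small lithium amount accompanied them; after 30 min at 37C, IP1 was quantified by TR-FRET.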
# Epigenetic derep: epigenetic control regulation, reporter derepression. murine LDR cells, GFP reporter derepression, 30 h. AID 1865. Potency, µM (series often up to 53.9 µM), for the others: top-dose GFP activation, usual class: activators. hit rate 0.2% among 280,000; further: potency means the concentration at half of the fitted maximal effect; % of control where 0% means no effect; nearly all actives have a fitted effect of over 60% in size
#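 Murine LDR cells carrying a silenced, genomically integrated CMV-driven GFP reporter were exposed to compound for 30 hours at 37 C. After PBS washes, GFP-positive cells (20–120 um objects) were counted by laser-scanning microplate cytometry.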
# HTT aggregate: reduces HttQ103-GFP aggregates in PC12 cells | AID 1688 | PC12 HttQ103-GFP aggregates, Acumen cytometry, 40 h | Potency, µM (highest dose often 46.1 µM), for inactives: at the top dose activity change, negative = inhibition, actives largely listed as inhibitors | hit rate 1.1% among 220,000; further: potency means the concentration at half of the fitted maximal effect; on the % scale 0 is the no-effect control and ±100 the full control effect; nearly all actives have a fitted effect of over 60% in size
#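 Aggregates are detected as GFP objects 1–25 µm with signal 6 STDEV over background in lysates of induced PC12 cells. These carry Huntingtin exon 1 with 103 glutamines fused to GFP under an ecdysone promoter; compounds titrated.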
# Luc counter: counter-screen: inhibitors of Kinase-Glo firefly luciferase. Kinase-Glo luciferase, ATP luminescence, 8 min. Potency, µM (highest dose often 38.3 µM), inactives show at the top dose activity change, negative = inhibition, most hits filed as inhibitors. hit rate 0.28% among 200,000; further: potency means the concentration at half of the fitted maximal effect; on the % scale 0 is the no-effect control and ±100 the full control effect; nearly all actives have a fitted effect of over 60% in size
#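 Luminescence was the read-out, taken after 8-minute incubation at ambient temperature. Luciferase turned over luciferin with 10 uM ATP in imidazole pH 7.2 buffer containing KCl, MgCl2, Tween 20 and BSA.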
# NPSR antagonist: antagonists of human neuropeptide S receptor cAMP signaling; Q6W5P4; CHO-NPSR cells, cAMP TR-FRET, antagonist mode; Potency, µM (doses to about 38.3 µM), for the others: top-dose activity change, negative = inhibition, actives largely listed as inhibitors; hit rate 1% among 220,000; AID 1461; further: potency means the concentration at half of the fitted maximal effect; on the % scale 0 is the no-effect control and ±100 the full control effect; nearly all actives have a fitted effect of over 50% in size; many of its hits are not listed in these tables
# Target sequence (Q6W5P4 whole entry, looked up): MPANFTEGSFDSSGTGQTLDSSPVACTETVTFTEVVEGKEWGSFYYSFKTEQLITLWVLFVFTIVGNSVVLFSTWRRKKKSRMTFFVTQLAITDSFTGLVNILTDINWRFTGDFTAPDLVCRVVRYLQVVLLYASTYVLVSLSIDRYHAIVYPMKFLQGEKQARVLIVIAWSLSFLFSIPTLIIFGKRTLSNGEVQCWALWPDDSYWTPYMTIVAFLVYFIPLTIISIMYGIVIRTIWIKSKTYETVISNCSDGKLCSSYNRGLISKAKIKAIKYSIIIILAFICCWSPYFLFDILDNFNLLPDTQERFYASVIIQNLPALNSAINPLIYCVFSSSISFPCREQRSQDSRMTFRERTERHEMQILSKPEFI
# CBFb-RUNX1 inh: inhibitors of human CBF-beta and RUNX1 interaction; Q01196+Q13951; AlphaScreen CBFb-His/RUNX1-biotin binding, biochemical; Potency, µM (highest dose often 59.8 µM), without a hit: at the top dose activity, negative = inhibition, usual class: inhibitors; 230,000 tested, under 10 active; AID 1477; further: % of control where 0% means no effect
# Target sequence (Q01196 whole entry, looked up): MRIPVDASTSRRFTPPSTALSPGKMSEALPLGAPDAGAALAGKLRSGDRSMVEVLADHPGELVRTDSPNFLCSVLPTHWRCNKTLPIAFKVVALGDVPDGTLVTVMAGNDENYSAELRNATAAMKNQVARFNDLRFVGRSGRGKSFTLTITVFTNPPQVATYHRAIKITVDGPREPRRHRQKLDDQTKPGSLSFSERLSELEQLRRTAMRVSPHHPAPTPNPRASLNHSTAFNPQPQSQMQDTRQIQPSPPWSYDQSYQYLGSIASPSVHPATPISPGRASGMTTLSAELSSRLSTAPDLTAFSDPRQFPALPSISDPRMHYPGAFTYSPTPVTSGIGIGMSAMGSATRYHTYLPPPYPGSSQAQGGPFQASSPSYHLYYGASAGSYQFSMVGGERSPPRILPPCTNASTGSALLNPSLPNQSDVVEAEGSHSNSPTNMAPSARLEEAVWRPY
# Target sequence (Q13951 whole entry, looked up): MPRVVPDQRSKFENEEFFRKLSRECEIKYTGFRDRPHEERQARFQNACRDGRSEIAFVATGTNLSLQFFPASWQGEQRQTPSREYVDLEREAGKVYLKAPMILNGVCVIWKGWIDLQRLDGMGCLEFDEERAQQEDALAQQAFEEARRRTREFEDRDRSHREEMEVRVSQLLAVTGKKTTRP
#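 CBFb-His/RUNX1-biotin, 30 nM each, preincubated 20 min RT; compound 15 min RT; Ni + streptavidin beads 50 ng each, 90 min RT; AlphaScreen read.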
# LMNA splice mod: LMNA splicing modulation. HeLa LMNA splicing GFP/RFP minigene ratio, 48 h. Potency, µM (doses to about 46.1 µM), for inactives: at the highest dose ratio change, negative = inhibition, usual class: inhibitors. hit rate 0.01% among 200,000. AID 1487; active means well fitted inhibition curve with a large enough effect in the signal ratio, with a control signal flat, not every such curve was filed as active; inconclusive means small, poorly fitted or top-dose-only effect, or effect the other way, or a change in a side signal; the % refers to the signal ratio; further: potency means the concentration at half of the fitted maximal effect; on the % scale 0 is the no-effect control and ±100 the full control effect
#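 S3 HeLa cells stably expressing lamin A-EGFP splicing minigene plus DsRed2, 600 cells/well, 48 h compound exposure at 37C. Laser-scanning cytometry; analysed as GFP (500-530 nm)/RFP (575-640 nm) total intensity ratio; 0.5% DMSO vehicle.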
# The depositor's hits bear a star; ? = inconclusive; nt = not tested or not shown; & = joins results of further samples; [ ] = another dose, or the depositor's remark. Unless noted, the call rests on the fitted dose curve; in most records, active means well fitted curve in the direction sought with a large enough effect; inconclusive means small, poorly fitted or top-dose-only effect, or another doubt; inactive means no such curve, though single readings can be large; an effect the other way counts as inactive or inconclusive. This is a subset; the hit share may differ from the screen's.
# Values run as follows: IMPase Li cell | Epigenetic derep | HTT aggregate | Luc counter | NPSR antagonist | CBFb-RUNX1 inh | LMNA splice mod
COc1cc2[nH]c(=S)n(C3CCCC3)c(=O)c2cc1OC
  7%[38.3 µM] | -1.1% | -7% | 5% | -19%[46.1 µM] | 1% | 12%
C/C(=N\Nc1nc2ccccc2[nH]1)c1ccc(Cl)s1
  6% | 4.4% | -5% | -1% | -39% | -11% | ?
NC(=O)CC1NC(=O)c2cc([N+](=O)[O-])cc(I)c2OCCC(C(N)=O)NC(=O)[C@@H]2CCCN2C1=O (stereo partly drawn)
  7% | -1.4% | -6% | -3% | 8% | 5%[2.36 µM] | -4%
CN(CC(=O)Nc1sc2c(c1C#N)CCCCC2)Cc1nc2ccccc2c(=O)[nH]1
  23% | -2.8% | ? | -4% | -13% | -4% | 9%[46 µM]
CC(C)c1ccc(O)c(NC(=O)c2cccnc2)c1
  -11%[38.3 µM] | -0.2% | 13% | -3% | -6%[46.1 µM] | -2% | -5%
O=C(O)COc1c(F)c(F)c(C(F)(F)F)c(F)c1F
  -13%[38.3 µM] | 4.2% | -4% | -1% | 7%[7.67 µM] | 25% | 6%
COc1cccc(OCc2nc3c4cnn(-c5ccccc5)c4ncn3n2)c1
  14%[38.3 µM] | 2.5% | -8% | -19% | -3%[46.1 µM] | 9% | 1%
COc1ccc(CCNC(=S)NC(=O)c2ccccc2)cc1OC
  15%[38.3 µM] | -0.9% | 12% | 4% | -9%[46.1 µM] | 5% | -9%[0.0737 µM]
CC(NO)/C(=N\O)c1cccs1 (stereo not drawn)
  20%[38.3 µM] | 6.3% | -2% | -2% | 1%[46.1 µM] | 3% | 20%
CCNc1ccc(C(=O)N/N=C/c2c(C)nn(-c3ccccc3)c2N2CCCC2)cc1[N+](=O)[O-]
  -1% | -3.2% | -15% | 3% | 0% | 2% | 2%
CCCSc1nc(N)c2c3c(sc2n1)CN(C)CC3
  26%[38.3 µM] | -0.8% | 3% | -2% | -2%[46.1 µM] | 4% | 3%
NC(=O)CSc1nccn1Cc1ccc(Cl)cc1
  -4% | 1.3% | 3% | -1% | 19% | -1% | 11%[46 µM]
CCOC(=O)COc1ccc(/C=C/[N+](=O)[O-])c(OCC(=O)OCC)c1
  17%[38.3 µM] | -1.1% | -5% | 0% | ? | 3% | ?
O=C1CC2(CCCC2)CC(=O)N1c1ccccc1
  -6% | 1.1% | -10% | 1% | 16% | 10% | -2%[46 µM]
CCc1ccc[n+](-c2[nH]c(=O)sc2/C=N/NC([S-])=Nc2ccccc2)c1
  nt | -0.9% | 0% | nt | 1%[46.1 µM] | 1% | -17%
CC1=C(C#N)c2nc(N)c(C#N)c(C)c2/C1=C\c1ccc(OCC(=O)O)c(Cl)c1
  nt | 4.1% | -23%[9.22 µM] | nt | -10%[7.67 µM] | -12% | nt
O=C(NC1CCCCCC1)C1CCCN1S(=O)(=O)c1cccc2cccnc12 (stereo not drawn)
  -1%[38.3 µM] | -0.2% | 8% | -2% | -14%[46.1 µM] | 16% | -16%
Cc1csc(NC(=O)CCC(=O)N(CC(=O)NC2CCCC2)Cc2ccco2)n1
  10%[38.3 µM] | -2.0% | 1% | -2% | 1%[46.1 µM] | 1% | 8%
COc1ccc(CC(=O)N/N=C(\C)c2ccccn2)cc1
  -5% | -1.2% | -30% | 2% | 15% | -22% | ?
C[C@H](CCC(=O)O)[C@H]1CC[C@@H]2[C@H]3CC[C@H]4C[C@H](O)CC[C@]4(C)[C@@H]3CC[C@@]21C
  3%&1% | 5.1%&1.1% | nt | 0% | nt | 6%[21.7 µM] | nt
COc1ccccc1-c1nc(SCC(=O)NCC2CCCO2)c2c(=O)n(C)c(=O)n(C)c2n1 (stereo not drawn)
  15% | 1.1% | -8% | -1% | -6% | 4% | ?
CCOC(=O)C1(CCOC)CCN(Cc2ccc(COC)o2)CC1
  0% | 4.8% | -7%[9.22 µM] | nt | -3% | ? | nt
Clc1ccccc1CN1CCN(/N=C/c2ccncc2)CC1
  -10% | 1.6% | 6%[9.22 µM] | -2% | -4% | 10% | nt
CC(C)NC(=O)c1ccc2c(c1)N(CC(=O)N1CCOCC1)C(=O)C(C)(C)O2
  3%[38.3 µM] | -0.7% | 1% | -2% | -2%[46.1 µM] | 2% | -2%
CC(C)(C)NC(=O)CSc1nnc(NC(=O)CCn2cnc3ccccc3c2=O)s1
  1%[38.3 µM] | -0.8% | 2% | 4% | -4%[46.1 µM] | 2% | 10%
Cc1cc(C(=O)NCCC(c2ccccc2)c2ccccc2)c(C)o1
  39%[activator][38.3 µM] | -0.6% | -28% | -2% | ? | 3% | -7%
O=C(CCN1CCN(c2ccccn2)CC1)Nc1ccc(F)cc1
  4%[38.3 µM] | -1.2% | 5% | -3% | 4%[46.1 µM] | 1% | 4%
O=C1OC(OC(=O)c2ccccc2Br)C(N2CCOCC2)=C1Cl (stereo not drawn)
  1% | -0.9% | -11% | -2% | 28% | -5% | -20%
COC(=O)C1=C(C(=O)OC)[C@@H]2N(Cc3ccccc3)c3ccccc3[C@@]23C[C@@H](C(=O)OC)N(S(=O)(=O)c2cccs2)C3=N1
  2% | nt | nt | -5%[7.66 µM] | nt | -14%[13.1 µM] | 3%[9.22 µM]
Cc1cccc(Nc2n[nH]c(C)c2[N+](=O)[O-])c1
  -10% | 0.0% | 2% | -24% | 28% | -5% | -12%

# Some entries already given, showing only Epigenetic derep and HTT aggregate:
SMILES	Epigenetic derep	HTT aggregate
CCCSc1nc(N)c2c3c(sc2n1)CN(C)CC3	-0.8%	3%
NC(=O)CSc1nccn1Cc1ccc(Cl)cc1	1.3%	3%

# The listing picks up, starting four compounds before the break.
# Values run as follows: IMPase Li cell | Epigenetic derep | HTT aggregate | Luc counter | NPSR antagonist | CBFb-RUNX1 inh | LMNA splice mod
O=C(CCN1CCN(c2ccccn2)CC1)Nc1ccc(F)cc1
  4%[38.3 µM] | -1.2% | 5% | -3% | 4%[46.1 µM] | 1% | 4%
O=C1OC(OC(=O)c2ccccc2Br)C(N2CCOCC2)=C1Cl (stereo not drawn)
  1% | -0.9% | -11% | -2% | 28% | -5% | -20%
COC(=O)C1=C(C(=O)OC)[C@@H]2N(Cc3ccccc3)c3ccccc3[C@@]23C[C@@H](C(=O)OC)N(S(=O)(=O)c2cccs2)C3=N1
  2% | nt | nt | -5%[7.66 µM] | nt | -14%[13.1 µM] | 3%[9.22 µM]
Cc1cccc(Nc2n[nH]c(C)c2[N+](=O)[O-])c1
  -10% | 0.0% | 2% | -24% | 28% | -5% | -12%
CCOC(=O)CNC(=O)CN1C(=O)CCSc2ccccc21
  5% | 2.4% | 1% | 6% | -11%[46.1 µM] | 6% | -8%
CN(C)c1cc(C(F)(F)F)nc(-c2ccccn2)n1
  -10% | 0.0% | -2% | 4% | -5%[46.1 µM] | -4% | -3%
COc1ccccc1NC(=O)c1cc2ccccc2o/c1=N\O
  -6%[38.3 µM] | 0.0% | -2% | -3% | -18%[46.1 µM] | 0% | 4%
O=C(Cn1nnc(-c2ccccc2)n1)Nc1ccccc1N1CCOCC1
  1%[38.3 µM] | -9.5% | -14% | 1% | -24%[46.1 µM] | 8% | -13%
CC1=C(C#N)C(NC(=O)C2CCCCC2)(C(F)(F)F)C(=O)N1 (stereo not drawn)
  5%[38.3 µM] | 0.9% | 13% | 0% | -6%[46.1 µM] | -3% | -7%
CC1CC=C(c2ccccc2)C(=S)N1 (stereo not drawn)
  nt | 4.7% | 17%[9.22 µM] | nt | -52% | 3% | nt
O=C(c1cc(Cl)cc(Cl)c1)N1CCN(c2cc(C(F)(F)F)nc3ccccc23)CC1
  nt | -1.0% | -3%[9.22 µM] | nt | -14% | -4% | nt
COc1ccccc1NC(=O)CCC(=O)c1ccc(-c2ccccc2)cc1
  -1% | 1.1% | 7% | 3% | -21% | 25% | -3%
COc1ccccc1C(=O)NCC(=O)N/N=C/c1ccc([N+](=O)[O-])cc1
  9% | 3.5% | -11% | -1% | 3% | -1% | nt
N#CC1=C(N)OC2=C(C(=O)CCC2)C1C1CC=CCC1 (stereo not drawn)
  42%[activator][38.3 µM] | -1.0% | ? | -6% | -12%[46.1 µM] | 8% | -6%
O=C1C(C2=NC(c3ccccn3)C3C(=O)N(c4ccccc4)C(=O)C23)=C(O)c2ccccc21 (stereo not drawn)
  nt | -3.1% | -20%[9.22 µM] | nt | 3% | 5% | nt
COC(=O)C1(c2ccccc2)NC(c2ccc(O)cc2)C2C(=O)N(c3ccc4c(c3)OCO4)C(=O)C21 (stereo not drawn)
  nt | 1.1% | -32%[9.22 µM] | nt | 6% | -4% | nt
Cc1c(/C=N/NC(=O)c2ccc(Br)o2)cnn1C
  nt | -0.5% | 0%[9.22 µM] | nt | -6% | 3% | nt
COc1ccc(S(=O)(=O)NC(C)CCc2ccccc2)cc1 (stereo not drawn)
  8% | 0.5% | -9% | 2% | 10% | 4% | 7%[9.22 µM]
COc1ccc(CCn2nnnc2C(c2ccccc2)N2CCN(C)CC2)cc1OC (stereo not drawn)
  9%[38.3 µM] | 0.7% | -14% | 12% | -9%[46.1 µM] | 6% | 0%
CCOC(=O)C1=C(N)N(c2ccccc2)C2=C(C(=O)CCC2)C1c1cccnc1 (stereo not drawn)
  5% | 11% | 3% | -5% | -7% | -5% | -1%
O=C(Cc1ccccc1)Nc1ccc2oc(-c3ccncc3)nc2c1
  14%[38.3 µM] | 1.0% | 2% | -3% | -3%[46.1 µM] | 7% | -2%
O=c1ccc2cc3c4c(c2o1)CCCN4CCC3
  10% | 3.1% | -6%[9.22 µM] | -2% | 2% | 8% | ?
COc1cccc(/C(C)=N/NS(=O)(=O)c2ccc(Cl)cc2)c1
  -2% | -1.9%[10.1 µM] | 4%[9.22 µM] | 2% | 2% | 1% | 12%[46 µM]
O=C(CN1CCCCC1)Nc1nnc(-c2ccc([N+](=O)[O-])cc2)s1
  3%[38.3 µM] | 0.8% | -20% | 0% | 5%[46.1 µM] | -7% | ?
CCOC(=O)c1sc(/N=C/N(C)C)c(C(=O)OCC)c1C
  7%[38.3 µM] | -1.3% | -6% | 0% | -12%[46.1 µM] | 0% | 19%
Cc1cc(CO)nn1-c1ccc([N+](=O)[O-])cc1
  nt | 0.0% | 10%[9.22 µM] | nt | -6% | 0% | 22%[46 µM]

# Source: PubChem (National Center for Advancing Translational Sciences (NCATS))
